Screening data as filed in PubChem BioAssay.
VHR inh abs: VHR1 phosphatase inhibitors, primary screen, biochemical, absorbance, uHTS; hit rate 0.52% among 290,000; recombinant VHR phosphatase, pNPP absorbance; inhibition, % at 13.3 µM; in the data active = inhibition above about 50%; note: some compounds called inactive have numbers as strong as hits
Target sequence (P51452 whole entry, looked up): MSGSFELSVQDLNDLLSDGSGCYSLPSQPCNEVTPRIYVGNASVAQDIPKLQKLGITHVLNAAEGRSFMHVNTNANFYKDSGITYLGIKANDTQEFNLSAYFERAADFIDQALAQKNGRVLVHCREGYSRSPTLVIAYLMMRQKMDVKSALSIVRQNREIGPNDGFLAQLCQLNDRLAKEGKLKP
BoNT F protease: BoNT/F light chain protease inhibitors, primary screen, biochemical, flow cytometry, MLPCN library; Botulinum neurotoxin type F light chain protease (Clostridium botulinum); Multiplex microsphere protease cleavage assay; inhibition, % at 10 µM; hit rate 0.22% among 360,000; in the data active = inhibition above about 35%, passing the limit was not always enough; inconclusive = no clear call, values can overlap the other calls; note: plate controls were buffer without enzyme for full effect and enzyme alone for no effect
CCHF vOTU inh: CCHFV vOTU protease inhibitors, primary screen, biochemical, Pep-AMC substrate, fluorescence. inhibition, % at 11.5 µM. hit rate 0.55% among 370,000. AID 651958, 2012; in the data active = inhibition above about 30%; note: 0% = vehicle wells with enzyme and 100% = no enzyme wells
Anthrax LF prot: Bacillus anthracis LF protease inhibitors, primary screen, biochemical, multiplex microsphere, MLPCN library; multiplex microsphere protease cleavage assay; inhibition, % at 10 µM; hit rate 0.12% among 360,000; AID 588501, 2011; note: plate controls were buffer without enzyme for full effect and enzyme alone for no effect
Target sequence (P15917 whole entry, looked up): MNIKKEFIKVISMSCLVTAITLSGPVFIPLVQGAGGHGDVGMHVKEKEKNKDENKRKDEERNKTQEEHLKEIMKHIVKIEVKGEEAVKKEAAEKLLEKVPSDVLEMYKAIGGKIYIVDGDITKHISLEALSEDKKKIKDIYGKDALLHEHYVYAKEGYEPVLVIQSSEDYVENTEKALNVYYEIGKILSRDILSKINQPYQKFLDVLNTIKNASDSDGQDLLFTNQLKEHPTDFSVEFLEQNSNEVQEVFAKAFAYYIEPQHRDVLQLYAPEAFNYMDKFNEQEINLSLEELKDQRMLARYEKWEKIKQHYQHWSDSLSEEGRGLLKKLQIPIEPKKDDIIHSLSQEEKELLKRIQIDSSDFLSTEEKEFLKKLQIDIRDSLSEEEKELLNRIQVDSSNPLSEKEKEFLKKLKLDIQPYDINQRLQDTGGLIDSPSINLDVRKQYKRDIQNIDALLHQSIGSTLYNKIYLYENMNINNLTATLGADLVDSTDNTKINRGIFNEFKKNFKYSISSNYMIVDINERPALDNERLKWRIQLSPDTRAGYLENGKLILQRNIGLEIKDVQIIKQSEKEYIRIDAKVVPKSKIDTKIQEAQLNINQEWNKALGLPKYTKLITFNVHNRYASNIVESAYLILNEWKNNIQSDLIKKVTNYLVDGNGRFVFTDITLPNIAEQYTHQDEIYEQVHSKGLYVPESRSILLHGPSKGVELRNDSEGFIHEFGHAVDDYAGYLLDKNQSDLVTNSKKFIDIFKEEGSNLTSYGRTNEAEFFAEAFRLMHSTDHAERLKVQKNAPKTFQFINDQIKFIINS
MazF activator: activators of E. coli MazEF toxin-antitoxin RNase, primary screen, biochemical, fluorescence, uHTS. Endoribonuclease toxin MazF (Escherichia coli (strain K12)), P0AE70. FAM/BHQ RNA-DNA oligo cleavage fluorescence, 5 h. activation, % at 20 µM. hit rate 0.32% among 350,000; in the data active = activation above about 50%
Target sequence (P0AE70 whole entry, looked up): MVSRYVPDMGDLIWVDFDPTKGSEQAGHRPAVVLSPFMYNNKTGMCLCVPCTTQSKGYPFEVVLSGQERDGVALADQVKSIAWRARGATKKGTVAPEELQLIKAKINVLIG
BoNT-A LC inh2: BoNT/A light chain protease inhibitors, primary screen, biochemical, flow cytometry, MLPCN library; inhibition, % at 10 µM; multiplex microsphere protease substrate cleavage; Botulinum neurotoxin type A light chain protease (Clostridium botulinum A str. ATCC 3502); hit rate 0.17% among 360,000; note: plate controls were buffer without enzyme for full effect and enzyme alone for no effect
Rv3671c protease: Rv3671c serine protease inhibitors, primary screen, biochemical, fluorescence polarization, M. tuberculosis H37Rv; P9WHR9; AID 2606, 2010; hit rate 0.048% among 320,000; inhibition, % at 5.96 µM; in the data active = inhibition above about 38%;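 note: extracellular domain of Rv3671c used as enzyme; 0% = enzyme with DMSO and 100% = no enzyme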
PrPC surface inh: inhibitors of human cell surface prion protein PrPC, primary screen, cell-based, TR-FRET; inhibition, % at 13.8 µM; TR-FRET read-out; hit rate 0.43% among 370,000; in the data active = inhibition above about 24%; note: 0% = median of the test wells and 100% = reference compound wells
PriA SSB inh: inhibitors of Klebsiella pneumoniae PriA binding to SSB C-terminal tail, primary screen, biochemical, AlphaScreen; PriA–SSB C-terminal tail interaction (Klebsiella pneumoniae); AlphaScreen SSBct-PriA binding, biotinylated peptide; inhibition, % at 33 µM; hit rate 0.6% among 430,000; AID 1272365, 2023; in the data active = inhibition mostly above about 37%, no sharp cut-off; inactive = mostly below about 20%;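 note: plate controls were negative control peptide for no effect and reference peptide for full effect; strong numbers were not always called active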
SARS 3CLpro inh: SARS-CoV 3CLpro protease inhibitors, primary screen, biochemical, quenched FRET. Replicase polyprotein 1ab (Severe acute respiratory syndrome coronavirus), P0C6X7. recombinant SARS-CoV 3CLpro, quenched FRET peptide cleavage. inhibition, % at 6 µM. hit rate 0.14% among 290,000; in the data active = inhibition above about 12%
Active calls of the source: *; ? = inconclusive; · = not tested or not shown; & = joins results of further samples. Cut-off read from the data, not from the text of the source, unless noted: active = inhibition above about 30%; inconclusive = no clear call, values can overlap the other calls; inactive = below that.

Results follow in this order: VHR inh abs	BoNT-A LC inh2	SARS 3CLpro inh	CCHF vOTU inh	PrPC surface inh	PriA SSB inh	Anthrax LF prot	Rv3671c protease	MazF activator	BoNT F protease
CCC(C(=O)OCC(=O)NC(=O)c1ccccc1)c1ccccc1 (centres undefined)
  ·	7.1	·	-11.4	-0.5	-3.1	1.8	3.6	-4.6	?
Cc1ccc(C(=O)COC(=O)c2ccco2)cc1C
  14.5	-3.5	-6.1	18.9	0.9	-14.7	-2.7	0.1	0.8	-2.0
Cc1cc(C(=O)Nc2c(F)cc(F)cc2Br)n(-c2ccccc2)n1
  13.8	-3.5	-0.6	7.6	-8.3	-3.4	-5.5	1.0	-0.1	16.8
Cc1cc2c(cc1S(=O)(=O)N(C)C1CCCCC1)OCC(=O)N2
  1.6	-1.0	-2.8	0.0	-5.5	-17.7	-8.7	-2.5	0.1	-6.7
CC(C(=O)N1CCOCCOCCOCCOCCOCC1)N1C(=O)c2ccccc2C1=O (centres undefined)
  4.8	-0.5	0.7	3.5	-2.1	-6.3	1.7	-4.6	5.2	-4.4
O=C(CSc1nnc(NC(=O)c2ccccc2F)s1)NCc1ccc(F)cc1
  -6.9	0.7	-5.1	19.5	34.9*	-16.0&-2.9	-7.3	-5.2	4.9	3.2
Cc1ccc(NC(=S)N(CCCN2CCCC2)Cc2cccn2Cc2ccc(Cl)cc2)cc1
  -10.8	-1.7	0.6	18.5	-7.4	-13.6	-11.0	-16.8	10.7	0.5
COCCC(=O)N1CCC(Oc2ccc(C(=O)N3CCCCC3CCO)cc2)CC1 (centres undefined)
  14.4	-2.9	1.6	-5.0	-4.0	-4.8	1.2	4.2	3.7	4.1
COc1cccc(CNC(=O)CCC2CCCN(Cc3cc4ccccc4o3)C2)c1 (centres undefined)
  18.6	0.7	0.6	1.3	0.9	-12.7	2.6	4.8	-13.1	-2.7
CC1CCN(S(=O)(=O)c2ccc3nc(-c4ccccn4)cc(C(=O)NCCN(C)Cc4ccccc4)c3c2)CC1
  -11.3	0.5	1.1	16.9	5.2	-0.1	2.8	·	-3.9	-1.1
Cc1ccc(OCC(=O)Oc2ccc(C(C)C)cc2)cc1
  -10.3	0.2	0.2	5.3	6.1	-18.4	-1.0	-1.6	-4.7	5.0
Cc1onc(-c2ccccc2Cl)c1C(=O)OCc1nnc(-c2ccccc2)o1
  ·	-5.4	·	-0.1	-6.0	-11.8	?	0.8	-7.4	?
O=C(CSC1CC(=O)N(c2ccc(C(=O)O)cc2)C1=O)Nc1ccc(Cl)cc1 (centres undefined)
  9.5	-0.8	-0.1	-6.0	-0.8	-31.2	-8.0	4.8	12.9	-1.7
Cc1cccc(NC(=O)c2ccc3c(c2)C(=O)N(c2ccccc2C)C3=O)n1
  ·	0.4	·	-8.2	4.7	-2.7	-7.4	-5.4	-14.4	10.4
CCC(=O)Nc1nc2c(c(=O)[nH]1)CCCC2
  20.6	0.2	-0.5	-6.4	1.2	-3.1	-2.2	-11.2	-9.9	-2.3

Part of the list above in order of molar mass, smallest number first:
Results follow in this order: VHR inh abs	BoNT-A LC inh2	SARS 3CLpro inh	CCHF vOTU inh	PrPC surface inh	PriA SSB inh	Anthrax LF prot	Rv3671c protease	MazF activator	BoNT F protease
Cc1ccc(OCC(=O)Oc2ccc(C(C)C)cc2)cc1
  -10.3	0.2	0.2	5.3	6.1	-18.4	-1.0	-1.6	-4.7	5.0
COc1cccc(CNC(=O)CCC2CCCN(Cc3cc4ccccc4o3)C2)c1 (centres undefined)
  18.6	0.7	0.6	1.3	0.9	-12.7	2.6	4.8	-13.1	-2.7
O=C(CSC1CC(=O)N(c2ccc(C(=O)O)cc2)C1=O)Nc1ccc(Cl)cc1 (centres undefined)
  9.5	-0.8	-0.1	-6.0	-0.8	-31.2	-8.0	4.8	12.9	-1.7

Following part.
Results follow in this order: VHR inh abs	BoNT-A LC inh2	SARS 3CLpro inh	CCHF vOTU inh	PrPC surface inh	PriA SSB inh	Anthrax LF prot	Rv3671c protease	MazF activator	BoNT F protease
O=C(c1cccs1)N1CCC(c2nc3c(nnn3Cc3c(Cl)cccc3Cl)c(=O)[nH]2)CC1
  7.4	-0.4	-0.2	6.4	1.3	-12.6	2.6	3.9	2.3	-26.5
CCC(=O)OC1(c2ccccc2)CCN(C)CC1C (centres undefined)
  1.9	-0.5	2.0	-19.1	-0.3	-11.6	0.2	-4.6	8.3	6.7
O=C(Oc1ccc2c(c1)CCC2)N1CCOCC1
  -1.3	0.1	3.7	12.5	-0.9	-14.6	-3.6	-8.6	2.2	-7.9
NS(=O)(=O)c1ccc(CCNC(=O)c2cc(-c3ccccn3)nc3ccc(Br)cc23)cc1
  28.3	-1.1	5.3	13.4	29.0*	-30.8	-4.1	-178.4	15.3	-8.2
CCC1=C(c2ccc(OC)cc2)CCC(C(=O)O)C1C (centres undefined)
  ·	0.0	·	-3.2	7.6	-10.4	-1.4	·	-12.2	2.3
CN(C)c1ccc([C@@H]2[C@@H]([N+](=O)[O-])[C@H]3C=Cc4ccccc4N3[C@H]2C(=O)c2ccc(Cl)cc2)cc1
  26.2	?	3.1	4.0	-7.6	42.9	?	-13.2	-1.8	·
COc1cc(OC)cc(C(=O)NNC(=O)CNC(=O)c2cccs2)c1
  ·	·	·	20.1	5.7	6.5	·	10.6	4.7	·
O=C(CN1CC(=O)Oc2ccccc21)OCC(=O)c1cccc(Br)c1
  3.8	-1.9	2.7	·	·	77.2*	-8.0	-9.7	10.8	-17.2
CN1CCN(c2c([N+](=O)[O-])cnc3ccccc23)CC1
  ·	-1.7	·	0.6	9.3	-3.2	16.9	0.7	4.5	?
CC(C(=O)NC(=O)NC1CCCCC1)N1CCN(c2ccc(O)cc2)CC1 (centres undefined)
  ·	-0.7	·	3.3	-6.1	-1.8	-16.2	0.4	-0.5	-4.1
CC(=O)NC(CCS(C)(=O)=O)C(=O)Nc1c(C)cccc1C (centres undefined)
  7.8	-0.6	-1.9	-0.7	-3.6	10.5	-1.5	0.3	2.7	-6.1
CC(C)(CO)Nc1nc(Nc2ccccc2)nc(Nc2ccccc2)n1
  -9.1	-1.0	-6.4	1.4	-0.4	0.5	-6.5	6.2	2.8	-2.7
COc1cc2c(cc1OC)C(C(=O)Nc1ccc3c(c1)OCCO3)C1c3ccccc3CCN1C2=O (centres undefined)
  26.1	-1.1	4.5	5.8	-6.8	-9.8	-2.5	-3.2	18.2	-4.4
O=C(CSc1nccn1-c1ccc(F)cc1)Nc1ccc2c(c1)OCO2
  -8.6	-0.4	-7.8	4.4	4.8	19.6	-6.2	-1.9	-8.3	?
CC(=O)c1c(C)[nH]c(C(=O)OCc2ccc(F)cc2Cl)c1C
  13.1	-0.8	3.5	6.9	6.7	3.8	0.4	-9.7	3.2	-6.1
O=C(Oc1ccc2c(c1)OCO2)c1ccncc1
  32.2	-0.1	-0.3	10.5	-10.6	-1.6	-2.6	-2.8	0.9	0.9
O=C(Nc1ccc2c(c1)CCCN2C(=O)c1ccco1)c1cc([N+](=O)[O-])ccc1Cl
  ·	·	·	5.7	-17.7	-0.6	·	-8.6	-2.0	·
O=C(Nc1ccccc1N1CCOCC1)c1cccnc1Cl
  -0.1	-0.4	1.5	-18.0	8.6	17.4	-1.5	7.3	4.8	-5.3
Cc1csc2ncnc(N3CCN(S(=O)(=O)c4cccc(C(F)(F)F)c4)CC3)c12
  -9.1	-0.5	-4.4	7.2	3.1	-0.8	1.9	-6.6	7.6	-3.0
CC1C(=O)C(C)C(c2cc(Br)ccc2O)NC1c1cc(Br)ccc1O (centres undefined)
  ·	-2.3	·	0.1	11.5	-0.8	-3.1	·	11.1	-12.0
Cc1ccccc1OCCN1C(=O)NC2(CCc3ccccc32)C1=O (centres undefined)
  -1.5	0.9	1.4	-4.1	-9.2	-0.7	0.3	-1.0	-9.0	0.8
Cc1ccc(C(=O)CN2C(=O)NC3(CCc4ccccc43)C2=O)c(C)c1 (centres undefined)
  ·	-2.4	·	-4.9	-5.4	-4.5	-5.0	2.1	-0.4	4.5
CCOc1cccc2sc(N3CCN(C(=O)c4ccc5ncsc5c4)CC3)nc12
  ·	3.4	·	-8.9	0.9	-0.6	-5.9	3.7	2.3	12.9
CCN(CC)c1ccc(NC(=O)C2CC(=O)N(Cc3ccccc3)C2)cc1 (centres undefined)
  8.3	0.7	-1.1	-4.2	11.1	16.9	-3.9	4.9	-1.0	-12.4
Cc1ccc(OCc2cc(C(=O)N(C)CC3CCOCC3)no2)cc1C
  23.6	0.9	-1.9	0.3	-1.3	-1.6	2.5	1.1	8.8	12.8
CCOc1ccc(Cc2nn[nH]n2)cc1
  -11.2	0.2	-3.2	3.9	-0.9	-0.9	1.4	-0.1	5.7	-14.0
Cc1ccc(Nc2nnc(SCC(=O)Nc3cc(C(=O)O)ccc3C)s2)c(C)c1
  39.7	0.6	0.7	-4.0	6.5	-4.1	0.7	3.3	-2.5	0.1
Cc1cccc(C(=O)N[C@H](C(=O)Nc2nccs2)C(C)C)c1
  30.5	0.1	-0.6	1.2	-3.0	-13.1	0.2	-6.4	2.3	-5.3
CC(C)(C)c1ccc(S(=O)(=O)NC(=O)C2(C)CCN2C(=O)CC2CC2)cc1 (centres undefined)
  ·	-0.9	·	-0.2	-2.9	·	-4.8	·	·	-7.3
O=C(NCC1CCCCC1)c1ccc2sc([C@H]3C[C@H](O)[C@@H](CO)O3)nc2c1
  ·	-0.3	·	-8.1	-3.5	·	-4.4	·	·	-6.2
COc1ccc(-c2noc(CCC(=O)N3CCN(c4cccc(C)c4C)CC3)n2)cc1
  ·	-0.1	·	26.9	9.6	7.7	-7.6	·	-0.6	3.2
COc1ccc(NC(=O)c2ccc(OCc3c(C)noc3C)c(OC)c2)cn1
  -2.2	0.4	0.7	11.1	-3.4	0.2	-2.4	1.2	-1.7	2.1
O=C(Nc1ccccc1Cl)Nc1cccc2cccnc12
  19.2	·	-0.8	3.2	1.5	-3.5	·	-9.3	5.1	·
Cc1cc(OCC(O)CN2CCOCC2)cc(C)c1Cl (centres undefined)
  13.9	·	-1.6	-1.2	2.4	-2.6	·	6.9	4.5	·
COCCNC(=O)NC(=O)COC(=O)c1cccn1C
  -1.4	-0.1	8.7	11.2	5.5	5.0	-0.6	-1.7	15.1	2.2
Cc1nn(CCCC(=O)NCc2ccc(F)cc2)c(C)c1[N+](=O)[O-]
  -3.8	0.3	5.4	-0.3	0.8	-0.1	1.1	0.5	2.8	-8.1
CC(CC(=O)N1CCN(S(=O)(=O)c2ccccc2)CC1)n1cncn1 (centres undefined)
  11.3	1.2	-1.2	-12.9	-1.3	-21.6	-0.1	-6.5	-12.2	13.2
CCC1(c2ccccc2)NC(=O)N(CC(=O)Nc2cc(S(=O)(=O)N3CCOCC3)ccc2OC(C)C)C1=O (centres undefined)
  ·	-0.3	·	24.5	1.1	3.7	-2.5	-0.2	-0.1	-10.9
COc1cc(NC(=O)Cc2ccc(OC)c(S(=O)(=O)N3CCOCC3)c2)c(OC)cc1Cl
  20.2	1.4	4.8	12.1	5.3	0.5	-1.6	-1.4	2.5	-21.6
CCOc1ccc(CCNC(=O)Cn2nc(C)c3c(C)n(-c4ccccc4)nc3c2=O)cc1OCC
  -14.6	0.5	-8.2	-5.6	9.3	-0.8	0.9	-3.3	-3.0	8.9
CNc1ccc2ncc(-c3ccc(OC)c(OC)c3)n2n1
  ·	-0.2	·	-47.0	-8.0	·	-4.3	·	·	-0.9

A portion of the library, so the mix of outcomes need not match the whole.
